# High-throughput results deposited in PubChem by several laboratories.
# cardiac RTF act – cardiac RTF calcium sensitization | P19429+P45379 | IANBD-labeled TnC RTF fluorescence at EC20 calcium; 0% EC20 calcium, 100% full calcium | activation, % at 7.2 µM | 340,000 compounds, 0.24% hits;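 active = activation above the mean over all tested compounds plus 3 SD, cut at about 30% in these data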;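 note: rise in fluorescence read as greater calcium sensitivity of cardiac thin filaments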
# C-LANA FP – KSHV C-LANA DNA binding inhibition | MBP-C-LANA/FAM-LBS DNA binding, fluorescence polarization | inhibition, % at 9 µM | 340,000 compounds, 0.078% hits | AID 504423;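 active = highest replicate inhibition at or above 60% at 9 µM, even if other replicates fall short; inactive = all replicates below 60% inhibition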;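 note: 0% = neutral control wells and 100% = 4 µM acridine orange control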
# HTR5A ag – counter-screen for OPRM1-OPRD1 agonists: human HTR5A agonism; P47898; HTR5A agonist assay, luminescence, cell-based; activation, % at 9.3 µM; 340,000 compounds, 0.61% hits; in the data active = activation mostly above about 9.5%, no sharp cut-off; inactive = mostly below about 7.6%;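 note: 0% = cells with vehicle only and 100% = reference agonist; strong numbers were not always called active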
# Target sequence (P47898 whole entry, looked up): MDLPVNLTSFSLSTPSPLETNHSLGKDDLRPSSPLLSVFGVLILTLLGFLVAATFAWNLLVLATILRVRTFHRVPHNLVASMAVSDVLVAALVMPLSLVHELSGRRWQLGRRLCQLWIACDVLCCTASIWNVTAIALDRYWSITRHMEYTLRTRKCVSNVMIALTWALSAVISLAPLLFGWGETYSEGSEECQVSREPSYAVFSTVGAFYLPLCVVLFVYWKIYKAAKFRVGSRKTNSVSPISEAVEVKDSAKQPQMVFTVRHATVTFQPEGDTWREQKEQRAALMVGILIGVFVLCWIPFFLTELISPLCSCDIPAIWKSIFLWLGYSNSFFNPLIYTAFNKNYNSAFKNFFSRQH
# RTF Ca sens inh – cardiac RTF calcium desensitization. inhibition, % at 7.15 µM. IANBD-labeled cardiac RTF, Ca2+ fluorescence. AID 493244. 340,000 compounds, 0.12% hits;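 active = inhibition above the mean inhibition of all tested compounds plus 3 SD, cut at about 17% in these data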;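 note: assay run at fixed EC70 calcium of 1.6 mM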
# CAL PDZ FP – CAL PDZ (human) peptide binding inhibition; Q9HD26; purified CAL PDZ, TMR-peptide fluorescence polarization, 1 h; inhibition, % at 24.9 µM; 300,000 compounds, 0.92% hits; AID 602252;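 active = mean inhibition of at least 30% with at least half of replicates also reaching 30%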;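 note: 0% = DMSO neutral control and 100% = excess unlabeled competitor peptide PRC23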
# OPRM1-OPRD1 ag – OPRM1-OPRD1 heterodimerization agonism; P35372+P41143; cells, luminescence; activation, % at 9.3 µM; 340,000 compounds, 0.3% hits; AID 504326; in the data active = activation above about 18%;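 note: 0% = vehicle-treated cells and 100% = reference agonist; values of inactives mirror those of a sister screen read the other way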
# HTR5A inv ctr – counter-screen for OPRM1-OPRD1 inverse agonists: human HTR5A inverse agonism; HTR5A cell line, luminescence; AID 504634; inhibition, % at 9.3 µM; P47898; 340,000 compounds, 0.083% hits; in the data active = inhibition mostly above about 23%, no sharp cut-off; inactive = mostly below about 18%;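 note: 0% = cells with DMSO and 100% = no-cell wells with DMSO; some compounds called inactive have numbers as strong as hits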
# OPRM1-OPRD1 inv – inverse agonist of human OPRM1-OPRD1 heterodimerization; cell-based MOR-DOR heterodimer luminescence, inverse agonism; inhibition, % at 9.3 µM; 340,000 compounds, 0.21% hits; in the data active = inhibition above about 22%, passing the limit was not always enough;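 note: 0% = cells with DMSO and 100% = wells without cells with DMSO; values of inactives mirror those of a sister screen read the other way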
# Keap1-Nrf2 PPI – disrupts human Keap1 binding to Nrf2 peptide; Q14145; inhibition, % at 9.4 µM; Keap1 Kelch-Nrf2 peptide fluorescence polarization, 1536-well; AID 504523; 340,000 compounds, 0.15% hits; in the data active = inhibition above about 12%;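 note: human Keap1 Kelch domain with fluorescein labeled Nrf2 9mer peptide probe; 0% = neutral control wells and 100% = peptide positive control; higher means more block of Keap1 binding to Nrf2 peptide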
# Target sequence (Q14145 whole entry, looked up, the tested form may be a part): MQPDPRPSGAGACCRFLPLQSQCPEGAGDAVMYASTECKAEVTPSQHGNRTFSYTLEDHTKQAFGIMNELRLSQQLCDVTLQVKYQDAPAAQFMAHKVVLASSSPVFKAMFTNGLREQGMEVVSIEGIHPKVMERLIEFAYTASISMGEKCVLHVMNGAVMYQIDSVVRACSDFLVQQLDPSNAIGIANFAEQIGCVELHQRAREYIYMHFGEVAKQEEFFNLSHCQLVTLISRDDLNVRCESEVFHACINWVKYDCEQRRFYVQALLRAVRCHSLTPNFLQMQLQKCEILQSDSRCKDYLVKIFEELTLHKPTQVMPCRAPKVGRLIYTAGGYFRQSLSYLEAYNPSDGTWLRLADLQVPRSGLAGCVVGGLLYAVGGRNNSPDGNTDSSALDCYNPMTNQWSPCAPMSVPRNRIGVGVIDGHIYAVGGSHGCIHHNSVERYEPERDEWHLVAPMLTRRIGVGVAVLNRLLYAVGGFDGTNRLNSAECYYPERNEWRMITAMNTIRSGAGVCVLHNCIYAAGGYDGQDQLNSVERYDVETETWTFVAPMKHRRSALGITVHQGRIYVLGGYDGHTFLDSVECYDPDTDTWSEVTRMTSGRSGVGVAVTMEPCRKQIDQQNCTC
# V-ATPase pHluor – yeast V-ATPase proton transport regulation by pHLuorin | response, % at 10 µM | S. cerevisiae, pHLuorin cytosolic pH fluorescence | 350,000 compounds, 0.37% hits; in the data active = response mostly above about 7.3%, no sharp cut-off; inactive = mostly below about 5.4%; note: actives read high; inactives centre near 0; some compounds called inactive have numbers as strong as hits; reference of the scale not given here
# The depositor's hits bear a star; . = not tested or not shown. This is a random part of the collection; any-hit rate near 2.8%.
SMILES,cardiac RTF act,C-LANA FP,HTR5A ag,RTF Ca sens inh,CAL PDZ FP,OPRM1-OPRD1 ag,HTR5A inv ctr,OPRM1-OPRD1 inv,Keap1-Nrf2 PPI,V-ATPase pHluor
CCCC1=C(C(=O)OCC)C(c2ccncc2)n2ncnc2N1 (configuration not stated),-0.5,1.0,0.9,3.1,.,-0.2,-8.0,1.1,0.3,0.2
OCC1(CO)COC(c2ccccc2)=N1,2.6,1.1,-0.9,-9.4,1.0,-2.2,2.5,10.0,-3.4,4.4
O=C(CCS(=O)(=O)c1cccc2nonc12)N1CCCc2ccccc21,6.1,-0.4,-3.8,-10.5,-3.1,-1.0,-11.9,5.4,0.6,-1.4
Cc1[nH]c(C)c(S(=O)(=O)NCc2ccc(Cl)cc2)c1C(=O)N1CCCC1,-2.5,2.7,-3.3,-1.9,-1.7,-1.9,12.6,9.9,-0.5,-2.0
C/C(CC(=O)Nc1cccc(C(F)(F)F)c1)=N\NC(=O)C(=O)NCC(C)C,-0.8,-1.8,0.4,-2.1,6.6,-1.2,29.0,6.4,-1.3,2.3
CCOC(=O)c1c(C)nc2sccn12,1.1,-0.5,-2.0,-1.0,-3.3,-0.3,15.0,1.4,-4.4,5.2
COc1ccc(NC2CCCN(C(=O)CCc3cccc(Cl)c3)C2)cc1 (configuration not stated),-0.8,1.1,-0.3,-5.7,.,0.2,10.1,-0.9,-4.8,-1.5
Cc1cc(-c2ccc(Cl)cc2)oc(=O)c1NC(=O)c1ccccc1,-2.5,-2.1,4.9,2.2,-2.9,0.0,4.9,-0.1,-5.2,1.1
CC(C)N(Cc1nc(-c2ccc(Cl)cc2)no1)C(=O)C(c1ccccc1)c1ccccc1,-3.8,0.6,3.9,-3.7,-6.2,-0.2,-9.8,1.0,-0.6,6.5
CCCOc1ccc(/C(O)=C2/C(=O)C(=O)N(CCCOC)C2c2cccnc2)cc1 (configuration not stated),2.6,-0.4,-2.2,-9.2,-2.9,-1.0,7.5,5.7,-2.6,0.9
CN(Cc1ccc(OC(F)F)cc1)C(=O)c1ccc2c(=O)n3c(nc2c1)CCC3,5.1,0.0,-0.9,-6.7,7.4,-3.8,18.0,18.5,-2.3,1.5
CCNC(=O)COC(=O)c1ccc(S(=O)(=O)N2CCCCCC2)cc1,-3.9,-0.2,-1.4,-12.6,-3.4,-3.0,21.5,15.2,-2.8,-0.5
COc1cc([N+](=O)[O-])cc(/C=N/NC(=O)Cn2cncn2)c1O,3.6,-2.0,-8.0,-10.9,48.3*,-2.8,25.9,14.7,-2.6,3.8
CC(NC(=O)Cn1cc(C(F)(F)F)cc(Cl)c1=O)c1ccccc1 (configuration not stated),-0.6,-0.6,-3.6,-5.6,.,-0.7,9.6,5.1,-4.0,6.6
CC(=O)N1CCCc2cc(S(=O)(=O)N(C)CCC#N)ccc21,2.7,0.0,-1.7,0.1,-1.1,-2.7,-18.0,15.4,-1.6,1.4

# Structures listed above marked active in CAL PDZ FP:
smiles | C-LANA FP | CAL PDZ FP | OPRM1-OPRD1 ag | OPRM1-OPRD1 inv | Keap1-Nrf2 PPI | V-ATPase pHluor
COc1cc([N+](=O)[O-])cc(/C=N/NC(=O)Cn2cncn2)c1O | -2.0 | 48.3* | -2.8 | 14.7 | -2.6 | 3.8

# Single values from the results shown:
# Reading of Cc1[nH]c(C)c(S(=O)(=O)NCc2ccc(Cl)cc2)c1C(=O)N1CCCC1 in RTF Ca sens inh: -1.9
# Reading of O=C(CCS(=O)(=O)c1cccc2nonc12)N1CCCc2ccccc21 in V-ATPase pHluor: -1.4

# More records:
SMILES,cardiac RTF act,C-LANA FP,HTR5A ag,RTF Ca sens inh,CAL PDZ FP,OPRM1-OPRD1 ag,HTR5A inv ctr,OPRM1-OPRD1 inv,Keap1-Nrf2 PPI,V-ATPase pHluor
CNS(=O)(=O)c1ccc(Cl)nc1,-1.0,-0.3,1.6,-0.1,-3.5,-2.9,-3.8,15.4,-2.1,-2.0
COc1ccc(N(CC(=O)Nc2c(C)cccc2C)S(=O)(=O)c2ccccc2[N+](=O)[O-])c(OC)c1,1.6,0.4,-11.5,-8.1,-3.1,-1.6,-41.9,7.8,-3.7,1.8
O=c1[nH]c(N/N=C\c2ccc3c(c2)OCO3)nc2ccccc12,-0.4,0.5,-1.6,3.4,-4.0,-1.7,4.2,8.6,-3.9,4.1
COc1ccc(Nc2sc(C(=O)c3ccc(Cl)cc3)c(N)c2C(=O)Nc2ccccc2OC)cc1,-0.1,-1.2,0.8,-9.8,-4.4,0.9,-2.1,-5.0,-6.0,2.8
Fc1ccc(COc2ccccc2CNc2nn[nH]n2)cc1,2.6,-0.9,-2.1,-5.0,2.2,-1.7,13.6,11.9,-2.2,0.5
N#Cc1ccccc1Sc1ccccc1C(=O)NCC(c1ccco1)N1CCCC1 (configuration not stated),-5.1,-0.9,3.7,10.3,-6.3,-1.0,3.4,5.5,-9.8,-1.5
CCn1c(C)cc2c(c1=O)C(c1ccccc1)C(C(=O)OC)=C(N)O2 (configuration not stated),-3.0,-0.1,-1.4,3.1,-1.0,-1.8,-29.1,9.6,-0.2,-1.1
CCC(Oc1ccccc1)C(=O)Nc1ccccc1C(=O)N1CCOCC1 (configuration not stated),0.6,2.7,4.2,-8.3,2.8,-1.8,-42.9,9.1,2.1,-0.2
Cc1c(C)c2ccc(OCC(=O)N[C@@H](Cc3c[nH]c4ccccc34)C(=O)O)cc2oc1=O,9.6,1.3,-0.5,-13.6,-2.4,-2.5,-5.4,12.6,-1.4,0.4
COc1ccc(CNC(=O)[C@@H](NC(=O)C2CCN(S(=O)(=O)c3ccc(C)cc3)CC2)C(C)C)cc1OC,-2.3,0.8,0.2,-5.5,-4.4,-0.7,-0.9,3.8,-2.5,-4.3
C[C@@H](C(=O)Nc1ccc(OC(F)F)c(Cl)c1)N1C(=O)C2CC=CCC2C1=O (some centres not stated),-2.7,-3.8,6.8,1.3,0.4,0.8,-26.7,-4.0,2.9,-1.6
CC(=O)Nc1ccc(S(=O)(=O)N(C)CC(=O)OCC(=O)N2CC(C)OC(C)C2)cc1 (configuration not stated),-5.0,0.5,3.4,-1.1,-2.9,1.5,-8.9,-10.1,0.4,5.7
CSc1ccc(Cl)c(C(=O)OCC(=O)N(C)CCC#N)c1,1.8,-1.2,-5.3,-7.9,1.2,-1.5,13.0,7.7,1.4,0.3
Cc1cccc(NC(=O)CN(C)C(=O)c2ccc3ccccc3n2)c1C,2.0,-0.3,4.1,-8.8,-4.3,3.4,-11.2,-21.4,4.7,4.0
O=C(CCCN1C(=O)/C(=C/c2ccccc2)SC1=S)Nc1ccc(O)cc1,3.9,0.8,-1.2,-7.3,24.6,-0.2,-5.0,1.6,-5.3,1.9
Cc1ccc(C(C(=O)NC(C)(C)C)N(CC2CCCO2)C(=O)Cn2nnc(-c3ccc(C)o3)n2)cc1 (configuration not stated),-7.7,0.1,-0.6,1.4,-4.7,0.2,17.5,-1.3,-6.0,0.9
C=CCN1C(=O)CSC1=Nc1ccc(C(=O)O)cc1,-4.4,1.8,5.7,-1.9,0.1,-1.8,-21.2,8.5,0.1,0.0
CC1(C)CC2CC(C)(CN2C(=O)C23CCC(C)(C(=O)O2)C3(C)C)C1 (configuration not stated),-3.8,-0.4,0.4,1.8,-1.0,-1.2,15.3,6.7,-2.4,-2.1
COc1ccc(N(C(C)C(=O)N/N=C/c2ccc(OC)c(OC)c2)S(C)(=O)=O)cc1 (configuration not stated),6.7,3.2,1.4,2.9,0.3,-4.8,2.4,22.2,-1.0,-0.7
CCCCOc1ccc(C(=O)NCC(=O)NCC(c2ccco2)N2CCCCC2)cc1 (configuration not stated),-4.9,-0.7,1.1,11.2,.,-4.4,6.1,21.3,-4.1,-7.9
CCOc1ccc(C2/C(=C(\O)c3ccc4c(c3)OCCO4)C(=O)C(=O)N2CCN2CCOCC2)cc1OCC (configuration not stated),-1.8,0.4,-4.3,-3.1,-3.9,-1.1,8.4,5.5,-5.2,5.9
CN(CC(=O)Nc1ccccc1Br)C(=O)c1ccc(COc2ccccc2)cc1,4.5,-1.6,2.6,-15.7,-3.3,0.3,-13.1,-2.0,-3.3,1.0
Cc1cc(S(=O)(=O)Nc2ccc(C(=O)NCc3ccncc3)cc2)ccc1F,2.1,3.2,-0.6,3.5,-3.8,-2.0,1.5,10.8,-3.0,-5.0
COc1cccc(OC)c1C(=O)N1CCN(Cc2ccncc2)CC1,-2.0,-0.4,-1.0,-8.9,1.5,-0.4,-10.2,2.2,-5.5,0.6
O=C(NC(NC(=O)c1ccccc1)c1ccccc1)c1ccccc1,0.7,-1.0,0.4,0.7,-1.3,-0.7,-12.8,4.0,-1.4,3.2
CC1CCCCN1S(=O)(=O)c1ccc(C(=O)Nc2ccccc2-c2nc3ccccc3[nH]2)cc1 (configuration not stated),-5.3,-0.4,-1.8,-2.4,.,-2.6,0.8,14.0,0.9,-0.6
c1cc(C2CCCCC2)ccc1Oc1nc(N2CCOCC2)nc(N2CCOCC2)n1,-3.9,0.8,-2.0,-0.3,-3.3,-1.1,17.7,6.7,-2.5,0.2
Cc1cc(OC(=O)c2cccc(Br)c2)c([N+](=O)[O-])c(=O)[nH]1,3.9,1.1,8.3,-0.2,-2.0,-0.4,-24.3,2.3,-3.7,3.4
Cn1c(-c2ccsc2)c(-c2cccs2)c2cc(-c3cccc4[nH]ccc34)ccc21,-6.3,-1.5,10.3,-0.7,1.5,2.3,4.5,-13.0,-2.0,6.6
CCOC(=O)c1ccccc1NC(=O)CSc1ncc(C(=O)OCC)c(N)n1,6.2,-0.6,3.0,1.8,0.1,2.0,-15.0,-10.7,-6.6,-1.5
O=C(Nc1cccnc1Cl)c1ccc2c(Cl)c3c(nc2c1)CCC3,-1.4,-0.9,7.6,-8.0,-1.3,-0.3,-3.2,1.8,-2.2,-1.3
CC1(C)C2CCC(C2)C1(C)NC(=O)CNCc1cccs1 (configuration not stated),-3.1,-0.4,-0.1,-4.0,2.6,3.0,2.9,-21.6,-6.0,3.0
Cc1c(C(=O)C(=O)NCCCn2ccnc2)c2ccccc2n1C,2.8,1.9,-1.0,4.8,35.6*,-3.7,2.6,17.0,-4.4,0.1
Cc1ccc(N(CN2C(=O)C3CC=CCC3C2=O)C(=O)c2ccco2)cc1Cl (configuration not stated),7.3,-0.3,2.8,-1.6,-6.0,-0.2,8.1,0.9,-3.5,-1.2
CCCc1c(O)nc(SCCN(CC)CC)n(C(=O)c2ccccc2)c1=O,-2.3,-1.2,-2.6,-6.3,0.1,-2.2,6.8,11.0,1.4,1.3
CC(C)(C)n1nnnc1C(c1cccnc1)N1CCOCC1 (configuration not stated),0.1,0.2,-2.5,-12.0,-2.3,1.8,6.8,-8.8,0.5,9.9
O=C(Nc1ccc2c(c1)OCO2)C(c1ccc(Cl)cc1)N1CCC2(CC1)OCCO2 (configuration not stated),10.7,1.5,-0.2,2.3,-5.9,-1.9,-13.7,11.1,-0.9,1.3
CCCc1cc(=O)[nH]c(SCC(=O)NC(=O)OCC)n1,6.8,-2.4,2.1,-1.5,-2.8,0.1,-3.1,-0.8,3.6,-6.5
N=c1oc2ccccc2cc1-c1nc2ccccc2c(=O)[nH]1,4.2,0.4,1.8,-8.4,.,-2.6,-4.6,14.5,-4.0,-2.0
